Screens: PubChem BioAssay, The Scripps Research Institute Molecular Screening Center
CHRM4 agonist: CHRM4 agonism in calcium assay | CHO-K1 hM4/Gqi5, Fluo-8 calcium fluorescence; vehicle 0%, full acetylcholine response 100% | activation, % at 3 µM | 360,000 tested, 0.14% active | P08173;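 active = activation above the run mean over all test wells plus 3 SD, cut at about 32% in these data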;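 note: peak over basal fluorescence ratio per well then scaled between controls; 0% = DMSO wells and 100% = acetylcholine at EC100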
Target sequence (P08173 whole entry, looked up): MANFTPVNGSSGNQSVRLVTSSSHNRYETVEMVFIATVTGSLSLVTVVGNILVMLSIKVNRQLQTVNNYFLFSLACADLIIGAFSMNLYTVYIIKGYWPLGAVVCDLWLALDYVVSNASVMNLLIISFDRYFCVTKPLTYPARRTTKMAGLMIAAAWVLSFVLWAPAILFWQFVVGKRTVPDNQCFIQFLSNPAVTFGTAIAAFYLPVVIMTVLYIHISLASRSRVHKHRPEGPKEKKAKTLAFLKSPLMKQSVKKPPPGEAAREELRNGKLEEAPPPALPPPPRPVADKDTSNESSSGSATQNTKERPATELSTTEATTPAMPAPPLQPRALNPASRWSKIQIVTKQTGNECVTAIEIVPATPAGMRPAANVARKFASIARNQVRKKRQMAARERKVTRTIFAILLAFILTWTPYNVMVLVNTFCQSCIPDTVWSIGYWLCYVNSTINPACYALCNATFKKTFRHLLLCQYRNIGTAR
CHRM1 antagonist: blocks human M1 muscarinic receptor; CHO-K1 hM1, Fluo-8 calcium fluorescence, ACh EC80 antagonist; 360,000 tested, 1.3% active; AID 588852; P11229; inhibition, % at 3 µM;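 active = percent inhibition above its own plate's cutoff, namely the mean of that plate's compound wells plus 3 SD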;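 note: peak over basal fluorescence ratio during 140 s after agonist addition; 0% = ACh EC80 plus DMSO and 100% = DMSO alone without agonist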
Target sequence (P11229 whole entry, looked up): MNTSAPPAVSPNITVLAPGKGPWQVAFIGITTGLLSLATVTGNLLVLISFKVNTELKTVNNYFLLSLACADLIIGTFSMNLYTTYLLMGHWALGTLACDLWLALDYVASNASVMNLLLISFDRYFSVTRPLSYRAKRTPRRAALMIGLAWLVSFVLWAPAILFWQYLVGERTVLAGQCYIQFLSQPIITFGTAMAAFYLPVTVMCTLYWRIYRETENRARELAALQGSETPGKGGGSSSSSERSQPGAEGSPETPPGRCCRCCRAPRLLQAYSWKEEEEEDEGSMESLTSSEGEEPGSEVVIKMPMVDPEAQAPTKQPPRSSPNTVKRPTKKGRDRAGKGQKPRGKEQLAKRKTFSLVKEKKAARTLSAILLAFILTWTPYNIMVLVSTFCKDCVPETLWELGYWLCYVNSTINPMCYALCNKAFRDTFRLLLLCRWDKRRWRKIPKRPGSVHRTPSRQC
CHRM5 PAM: positive allosteric modulators of human muscarinic M5 receptor; P08912; CHO-K1 hM5, Fluo-8 calcium, ACh EC20 PAM; 0% = ACh EC20, 100% = ACh EC100; activation, % at 3 µM; 360,000 tested, 0.3% active;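 active = activation above the run cutoff, the mean activation of all test compounds plus 3 SD, cut at about 18% in these data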
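Measured by: Fluo-8 calcium fluorescence; material: human M5 receptor in CHO-K1 cells; schedule: Post-acetylcholine fluorescence recording 140 s; benchmarks: low control EC20 acetylcholine (0%), high control EC100 acetylcholine (100%); read-out: Max/basal fluorescence ratio as % of EC20–EC100 ACh window; compound: single dose, 3 µM nominal final test concentration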
M5 ag: CHRM5 agonism in calcium assay; P08912; CHO-K1 hM5 cells, Fluo-8 calcium fluorescence; 0% DMSO wells, 100% maximal acetylcholine response; activation, % at 3 µM; 360,000 tested, 0.19% active; AID 624037;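 active = activation above the run's mean over test compounds plus 3 SD, cut at about 23% in these data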;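 note: signal is peak over basal fluorescence ratio across the kinetic read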
CHRM1 PAM: potentiates human M1 receptor response to acetylcholine; P11229; CHO-K1 hM1, Fluo-8 calcium fluorescence, ACh EC20; 0% = ACh EC20, 100% = maximal ACh; activation, % at 3 µM; 360,000 tested, 0.088% active; AID 588819; in the data active = activation above about 19%, passing the limit was not always enough
TAAR1 agonist: agonists of human TAAR1; Q96RJ0; CHO RD-HGA16 TAAR1, Fluo-8 calcium fluorescence; vehicle wells 0%, saturating PEA agonist 100%; activation, % at 3 µM; 360,000 tested, 0.99% active;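 active = activation above the mean activation of all test compounds in the run plus 3 SD, cut at about 38% in these data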
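Signal – calcium-sensitive Fluo-8 signal, excitation 470-495, emission 515-575 nm · System – RD-HGA16 (CHO) cells co-expressing Gα16 and hTAAR1 · Incubation – 17-24 h seeding, 75 min 37 °C dye, 30 min RT · Compound dosing – 3 µM single concentration · Repeats – no replicates (n 1)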
CHRM4 antagonist: antagonists of human muscarinic M4 receptor (CHRM4); CHO-hM4 cells, ACh EC80, Fluo-8 calcium fluorescence; 360,000 tested, 0.73% active; P08173; inhibition, % at 3 µM;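 active = inhibition above its plate's cutoff, the mean inhibition of sample wells plus 3 SD, cut at about 27% in these data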;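 note: 0% = acetylcholine EC80 with DMSO and 100% = DMSO without agonist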
CHRM1 agonist: human M1 muscarinic receptor agonism; CHO-K1 hM1, Fluo-8 calcium fluorescence, agonist mode; 0% DMSO, 100% acetylcholine EC100; 360,000 tested, 0.33% active; activation, % at 3 µM; P11229;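 active = activation above the run's mean compound activation plus 3 SD, cut at about 16% in these data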;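 note: peak over basal fluorescence ratio within a 140 s kinetic read after compound addition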
M5 antag: CHRM5 antagonism in calcium assay; CHO-hM5 cells, Fluo-8 calcium fluorescence, ACh EC80; inhibition, % at 3 µM; 360,000 tested, 0.59% active; AID 624040;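 active = inhibition above a per-plate cutoff, the mean of that plate's test compounds plus 3 SD, cut at about 27% in these data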;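 note: 0% = acetylcholine EC80 with DMSO and 100% = DMSO without agonist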
Active calls of the source: *; nt = not tested or not shown. A portion of the library. The share of hits here may be higher or lower than overall.

Fields – CHRM1 PAM, M5 antag, TAAR1 agonist, CHRM4 agonist, M5 ag, CHRM5 PAM, CHRM4 antagonist, CHRM1 antagonist, CHRM1 agonist
O=S(=O)(NCc1ccco1)c1cnc(Cl)c(Cl)c1
 : 3, -1, 1, 1, -2, 5, -6, -29, -3
CCCCNC(=O)C1(C)CCN1C(=O)c1cccc(OC(F)(F)F)c1 (stereo not drawn)
 : 8, 7, 1, 0, 0, -3, -4, -20, -2
Cc1nn(CC(=O)N2CCN(Cc3ccccc3)CC2)c(=O)c2ccccc12
 : 10, -2, 12, 2, -4, -3, -4, -18, -2
Cc1ccc(NC(=O)COc2ccc(/C=N/NC(=O)CSCc3ccccc3)cc2)cc1
 : 2, -9, 11, 2, -1, 0, -21, -7, 0
CSc1ccc(C2=C/C(=C3/SC(=S)NC3=O)c3ccccc3O2)cc1
 : 15, 8, 7, 1, -3, 0, -7, -14, -1
CCC(CC)NC(=O)CN1CCN(S(=O)(=O)c2cccs2)CC1
 : -3, 15, 0, 1, 2, -2, -11, 17, -3
Cn1c(=O)c2c(ncn2CC(=O)OCC(=O)Nc2ccc(Cl)cc2)n(C)c1=O
 : 5, -1, 6, 5, -1, -6, -11, -14, 0
CCOC(=O)Cc1csc(NC(=O)CC)n1
 : 6, 3, -2, 0, 1, 0, 5, -6, -4
CCOC(=O)CSc1nnc(-c2c[nH]c3ccccc23)n1CC
 : 0, 3, 0, 1, 2, -7, -5, -15, 1
O=C(Nc1ccc(F)cc1F)NC1CCCCCCC1
 : -3, 8, 2, 3, -2, -6, 11, 3, -3
CCC(=O)NS(=O)(=O)c1cccnc1Nc1ccccc1Cl
 : -1, 3, 13, 0, -2, 0, 8, -7, -3
Cc1ccc(NC(=O)Cc2ccccc2Cl)cc1S(=O)(=O)N(C)C
 : 10, 2, 18, 3, -2, -4, -13, -16, -3
CC(C)c1ccc(NC(=O)CCNS(=O)(=O)c2ccc3[nH]c(=O)oc3c2)cc1
 : 5, 18, 2, 0, -3, -2, 3, -1, -3
Cc1ccc(S(=O)(=O)N2CCOCC2)cc1C(=O)NC(C)CCc1ccccc1 (stereo not drawn)
 : -7, 11, 7, 2, -2, 1, 0, 12, -4
CCOc1ccccc1N1CCN(c2ncnc3scc(-c4ccc(OC)cc4)c23)CC1
 : -8, 14, -1, 8, -5, -15, 27*, 19, -3
CCN1CCCC1CNCc1cc(OC)c(OC)c(OC)c1 (stereo not drawn)
 : -1, -2, 5, 0, -10, -3, -16, 6, -8
O=C(CN1C(=O)COCC1=O)N1CCOCC1
 : 1, 3, 12, 0, 0, -3, 1, 8, -2
COc1ccccc1CN1CCN(C(CC(C)C)c2nnnn2Cc2cccs2)CC1 (stereo not drawn)
 : -15, 1, 7, 2, -13, -18, 2, 5, -5
Cc1sc2nc(CSC(C)C(=O)Nc3ccc(C#N)cc3)[nH]c(=O)c2c1C (stereo not drawn)
 : -1, 2, 3, 2, 0, 1, -5, 6, -4
CN1CCC(=NNC(=O)c2cn(-c3ccccc3)nc2-c2ccccc2)CC1
 : -5, 0, 8, -1, -2, 2, 1, 3, -5

The closing two records of the part above come first, to join the parts:
Fields – CHRM1 PAM, M5 antag, TAAR1 agonist, CHRM4 agonist, M5 ag, CHRM5 PAM, CHRM4 antagonist, CHRM1 antagonist, CHRM1 agonist
Cc1sc2nc(CSC(C)C(=O)Nc3ccc(C#N)cc3)[nH]c(=O)c2c1C (stereo not drawn)
 : -1, 2, 3, 2, 0, 1, -5, 6, -4
CN1CCC(=NNC(=O)c2cn(-c3ccccc3)nc2-c2ccccc2)CC1
 : -5, 0, 8, -1, -2, 2, 1, 3, -5
CCn1c(O)c(N=NC(=O)CNc2cccc(C)c2)c2ccccc21
 : 11, -5, 3, 2, -2, 6, -7, -15, -10
C#CCNC(=O)C1=C[C@H](c2cn(C(C)=O)c3ccccc23)C[C@H](OCc2ccc(CO)cc2)O1
 : -13, 22, 44*, 25, 5, -27, 10, 26, -1
CC1(C)CC(=O)C(C=NCCN2CCN(CCCCS(=O)(=O)O)CC2)=C(O)C1
 : 2, -3, 1, 0, -2, -3, -2, 4, -3
Cc1ccc(CNC(=O)c2ccc(N3CCC4(CC3)CC(c3ccccc3)=NO4)c(NC(=O)c3ccccc3)c2)cc1
 : -9, 13, 8, 0, 0, -1, 12, 13, -2
Cc1ccc2c(c1)N(C(=O)CCC(=O)NCc1cccc(Br)c1)CC(C)O2 (stereo not drawn)
 : 3, 3, -1, 5, -3, -12, -14, -13, -5
Cc1ccc(NC(=O)Cn2cnc([N+](=O)[O-])c2)cc1C
 : 23, 3, 1, 0, 6, 1, -6, -25, 3
COCn1c(-c2cccc(Br)c2)nc2ccccc21
 : -8, 4, 9, -1, -6, 0, 11, 16, -5
CC(OC(=O)c1ccc(Cl)nc1)C(=O)NCc1ccc2c(c1)OCO2 (stereo not drawn)
 : 0, 3, 0, 1, 2, 2, -14, -8, -1
O=C1c2ccccc2C(=O)N1c1ccc(S(=O)(=O)N2CCCCC2)cc1
 : 11, -2, 5, 2, 5, 7, -4, -13, -3
O=C(COC(=O)Cc1ccc(F)cc1)Nc1ccc(Cl)cn1
 : 5, -4, 0, 0, -1, 1, -5, -6, -3
O=C1c2ccccc2C(=O)N1CC(=O)N1c2ccccc2Sc2ccccc21
 : 3, -3, 11, 3, 0, 0, 3, -3, 1
CC1(C(=O)NS(=O)(=O)c2ccc(F)cc2F)CCN1C(=O)CC1CCCCC1 (stereo not drawn)
 : 9, -7, 5, 0, 1, -2, -9, -18, -3
COc1cccc(NC(=O)CSc2nnnn2C2CCCC2)c1
 : 6, 0, 2, 3, 0, 2, 2, -1, -1
Cc1ccc(N(C(=O)c2snc(C(N)=O)c2N)C(C(=O)NCC2CCCO2)c2ccc(C)o2)c(C)c1 (stereo not drawn)
 : 6, 0, 9, 3, 0, -2, -4, 12, 0
COc1cccc(NC(=O)CCCn2nc(C)c3c(C)n(-c4ccccc4)nc3c2=O)c1
 : -1, 6, -1, 0, -5, -2, -9, 4, -5
Cc1ccc(S(=O)(=O)N2CCC(C(=O)Nc3nnc(COc4ccccc4)s3)CC2)cc1
 : -4, 6, 11, 2, 5, -11, 1, -5, 4
COCCN(C(=O)CSc1nnc(-c2cccc(F)c2)n1N)c1c(N)n(CC(C)C)c(=O)[nH]c1=O
 : 6, 9, 1, 0, -4, -4, 2, -2, -1
COc1ccc(NS(=O)(=O)c2coc(C(N)=O)c2)cc1Cl
 : 0, -1, 0, 1, 2, -4, -6, -8, -1
CCOC(=O)C1CCN(S(=O)(=O)c2c[nH]c(=O)[nH]c2=O)CC1
 : 5, 4, 1, 2, -2, 7, -18, -1, -2
CCN(CC)S(=O)(=O)c1ccc(/C(O)=C2/C(=O)C(=O)N(CCOC)C2c2ccccc2)cc1 (stereo not drawn)
 : 0, -4, 5, 0, 0, 3, 0, 2, -3
COc1ccc(C2=NOC(C(=O)Nc3cc(C)on3)C2)cc1 (stereo not drawn)
 : 4, 0, 3, 1, 1, 0, -4, -8, -2
COc1cccc(NC(=O)CN(C)C(=O)c2ccc(N3CCOCC3)c([N+](=O)[O-])c2)c1
 : 8, -3, 2, 0, 2, -1, -4, 5, 0
O=[N+]([O-])c1cc2ncccc2c2ncccc12
 : 11, -2, 2, 0, 0, -3, -21, -6, 0
CCCCCCCn1c(NC(=O)CC)nc2ccccc21
 : 3, 10, -1, -1, -5, 5, 0, -5, -6
COc1cccc(NC(=O)N(C)C[C@H]2Oc3cc(Br)ccc3S(=O)(=O)N([C@H](C)CO)C[C@H]2C)c1
 : -12, -8, 1, 3, 0, 1, 4, 20*, -3
COc1ccc(-c2ccc(C#N)c(OC)n2)cc1
 : 4, 1, 15, 1, -6, 3, -6, -2, -11
COc1ccccc1N1CCN(CCCC(=O)c2ccc(F)cc2)CC1
 : -15, 5, 2, 4, -1, -7, -4, 1, -4
CN1CCc2c(sc(NC(=O)C3COc4ccccc4O3)c2C(N)=O)C1 (stereo not drawn)
 : 6, 7, 3, 4, 0, -2, 7, -7, -3
CCOC(=O)/C(C#N)=C1\CC2CCC1(C)C2(C)C (stereo not drawn)
 : 2, 10, 2, 0, -1, 2, -8, -8, -6
COc1ccc(NS(=O)(=O)c2cccc(C(=O)N/N=C(/C)c3ccc(-n4ccnc4)cc3)c2)cc1
 : 2, 11, 1, 1, -2, -2, -1, -2, 0
CCCCN(CC)CCCNC(=O)c1cc2c(-c3ccc(OC)c(OC)c3)nn(C)c2s1
 : 3, 19, 2, 0, -4, -4, 8, -5, -7
COc1ccc(-c2nc(S(=O)(=O)c3ccccc3)c(NCCCN3CCOCC3)o2)cc1
 : 5, 2, 2, 0, 0, 11, -2, -6, -3
COc1ccc(N(C(C)=O)S(=O)(=O)c2cccs2)cc1
 : 3, -2, 12, 1, -9, -1, -6, -6, -5
COc1ccccc1/C=C/C=C1N=C(/C=C/c2ccc(Cl)cc2)OC/1=O
 : 8, -4, 1, 0, -2, -1, 14, -5, -7
Cc1ccccc1C(=O)NC1CCN(C(=O)NC2CCCCC2)CC1
 : -6, 2, -2, 1, -1, 12, -8, 7, -2
CN(CCC#N)c1ccc(C=C(C#N)c2cccc(C(F)(F)F)c2)cc1
 : 0, 0, nt, 3, -3, -11, -9, 6, -3
Cc1ccc(C(=O)NC(C)C(c2cccs2)N2CCCC2)s1 (stereo not drawn)
 : 8, 2, 0, 1, -12, 1, 7, -3, -7
C[C@H](CO)N1C[C@H](C)[C@@H](CN(C)C(=O)NC2CCCCC2)Oc2ccc(NC(=O)Nc3ccc(C(F)(F)F)cc3)cc2C1=O
 : -2, 8, 9, 2, 3, 5, 9, -6, 6
CCOc1ccc(NC(=O)CN(C)C(=O)C2CCCO2)cc1OCC (stereo not drawn)
 : 5, 0, 1, 2, 0, 0, -9, -7, -1
